# From PubChem BioAssay
# Scp1 inh: Scp-1 (human) phosphatase inhibition; AID 493091; Recombinant Scp1, phosphopeptide, malachite green phosphate absorbance; 0.88% of 340,000 active; Q9GZU7; inhibition, % at 20 µM;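 active = inhibition above about 50% at 20 µM, limit read from the data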;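 also: plate controls were DMSO wells with enzyme for no effect and wells lacking enzyme for full effect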
#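 Assay system: SCP-1 catalytic fragment, aa 76-261 | Buffer or medium: Tris acetate buffer pH 5.5 with MgCl2 and Tween-20 | Compound: One concentration, 20 µM, with 1.0% DMSO | Also added: Phospho 17-mer peptide substrate | Signal: Absorbance at 630 nm | Incubation: 45 min enzyme reaction at room temperature | Measure: % inhibition of SCP-1 phosphate liberation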
# TbMetRS inhib: blocks T. brucei methionyl-tRNA synthetase activity; inhibition, % at 11.9 µM; purified T. brucei MetRS, ATP depletion, Kinase-Glo luminescence; 0.4% of 360,000 active;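 active = inhibition above a per-plate cutoff of the control wells' mean inhibition plus 3 SD, cut at about 5.5% in these data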;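 also: 0% = DMSO wells median and 100% = median of wells with control inhibitor compound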
#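 technique = Kinase-Glo luminescence, ATP depletion format | system = purified MetRS (methionyl-tRNA synthetase) enzyme from Trypanosoma brucei | timing = 15 min preincubation, 2 h reaction, all 25 °C | evaluation = percent inhibition versus plate control medians | dosing = single dose, 11.9 µM final nominal, 0.9% final DMSO | also added = substrates ATP, L-methionine and bulk Escherichia coli tRNA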
# NadD inh: inhibitors of Staphylococcus aureus NadD; purified NadD enzyme, colorimetric absorbance read-out; inhibition, % at 20 µM; 0.78% of 360,000 active; in the data active = inhibition above about 26%; also: some compounds past the cut are filed as inactive
# SUMO1 PPI mod: modulators of human SUMO1-mediated protein-protein interactions; SUMO1 binding to a labelled peptide, TR-FRET, 1 h; inhibition, % at 20 µM; 0.33% of 360,000 active; in the data active = inhibition above about 37%
# Target sequence (P63165 whole entry, looked up): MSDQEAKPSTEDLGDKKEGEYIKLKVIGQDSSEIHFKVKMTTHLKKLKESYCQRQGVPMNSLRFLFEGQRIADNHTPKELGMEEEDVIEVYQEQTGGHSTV
# STEP inh: STEP (human) phosphatase inhibition | P54829 | inhibition, % at 20 µM | recombinant STEP, OMFP fluorogenic substrate, fluorescence | 0.25% of 360,000 active;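 active = inhibition at 20 µM, scaled per plate between control wells, above about 37%, limit read from the data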;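 also: 0% = DMSO with enzyme and substrate and 100% = substrate only without enzyme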
#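 Test system: STEP tyrosine phosphatase / Reagent: OMFP at 25 µM / Doses: 20 µM, 1% DMSO / Read-out: percent inhibition scaled to no-enzyme and uninhibited-enzyme controls, plate-pattern corrected / Detection: FITC-channel fluorescence of OMFP product / Medium: Bis-Tris buffer pH 6.0, 2.5 mM DTT, 0.005% Tween 20 / Schedule: 20 min at room temperature, dark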
# DNMT1 inh: DNMT1 (human) enzyme inhibition | DNMT1 molecular beacon, Hinp1I cleavage, fluorescence | inhibition (reported as % activation of signal), % at 10 µM | 0.83% of 360,000 active; in the data active = inhibition above about 50%
# CendR NRP1 mod: modulators of CendR peptide binding to human neuropilin-1. AID 602438. 0.85% of 360,000 active. O14786. FAM-RPARPAR peptide binding to NRP-1, fluorescence polarization. inhibition, % at 25 µM;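 active = inhibition or corrected inhibition above about 18%, plus a signal ratio from 0.5 to 1.5, limit read from the data, passing the limit was not always enough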; also: strong numbers were not always called active
# SKN-1 block: inhibitors of C. elegans SKN-1; 0.49% of 360,000 active; C. elegans VP596 Pgst-4::GFP/RFP ratio, acrylamide-induced, 24 h; inhibition, % at 21.8 µM; AID 624304;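 active = interference check ratio from 0.5 to 1.5 plus GFP to RFP signal ratio inhibition reaching or exceeding a fixed threshold, cut at about 30% in these data, passing the limit was not always enough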; also: some compounds called inactive have numbers as strong as hits
# Neddylation inh: cullin neddylation inhibition; TR-FRET cullin neddylation, biochemical; calls only at 25 µM; 0.58% of 360,000 active; in the data active = inhibition above about 36%
# Target sequence (P61081 whole entry, looked up): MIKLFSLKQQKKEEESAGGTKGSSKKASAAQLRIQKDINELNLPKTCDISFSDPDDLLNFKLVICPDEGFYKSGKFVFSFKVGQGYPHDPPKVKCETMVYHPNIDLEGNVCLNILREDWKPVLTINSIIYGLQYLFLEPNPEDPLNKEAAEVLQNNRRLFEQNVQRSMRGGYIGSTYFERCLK
# Target sequence (Q13564 whole entry, looked up): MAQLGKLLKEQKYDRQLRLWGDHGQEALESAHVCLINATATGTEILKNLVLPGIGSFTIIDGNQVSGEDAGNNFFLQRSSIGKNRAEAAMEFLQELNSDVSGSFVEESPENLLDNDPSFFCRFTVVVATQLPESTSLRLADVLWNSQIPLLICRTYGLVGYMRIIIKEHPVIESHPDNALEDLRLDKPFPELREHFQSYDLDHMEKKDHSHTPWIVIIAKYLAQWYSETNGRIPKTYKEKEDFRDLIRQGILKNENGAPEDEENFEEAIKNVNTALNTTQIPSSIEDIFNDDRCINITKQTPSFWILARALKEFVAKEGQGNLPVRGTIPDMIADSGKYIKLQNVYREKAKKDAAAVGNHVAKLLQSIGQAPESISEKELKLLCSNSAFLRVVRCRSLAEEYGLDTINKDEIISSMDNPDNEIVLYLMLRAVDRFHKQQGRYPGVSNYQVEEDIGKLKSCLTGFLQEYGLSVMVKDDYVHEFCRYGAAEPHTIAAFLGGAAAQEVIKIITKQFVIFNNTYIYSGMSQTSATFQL
# LMPTP inh: LMPTP (human) inhibition | recombinant LMPTP-A, OMFP fluorogenic substrate, fluorescence intensity | inhibition, % at 20 µM | 0.22% of 360,000 active;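 active = compounds that cut the enzyme signal by at least half of the control window in the single-dose screen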;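 also: plate controls were DMSO wells with enzyme plus substrate for no effect and substrate without enzyme for full effect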
# Target sequence (P24666 whole entry, looked up): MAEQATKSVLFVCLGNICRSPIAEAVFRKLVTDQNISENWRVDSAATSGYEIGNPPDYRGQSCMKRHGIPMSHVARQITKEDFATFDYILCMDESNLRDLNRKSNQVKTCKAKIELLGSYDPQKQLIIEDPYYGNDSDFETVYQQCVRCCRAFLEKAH
#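 Test system: LMPTP-A phosphatase enzyme; input: 0.625 nM LMPTP-A final; reagent: OMFP substrate, 400 µM final; compound dosing: 20 µM single dose, 3% DMSO; incubation: 50 min dark incubation at room temperature; measured by: endpoint fluorescence intensity from OMFP dephosphorylation; measure: % inhibition relative to no-enzyme and uninhibited control wells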
# * = called active by the depositor; i = inactive; . = no result given.
SMILES,Scp1 inh,TbMetRS inhib,NadD inh,SUMO1 PPI mod,STEP inh,DNMT1 inh,CendR NRP1 mod,SKN-1 block,Neddylation inh,LMPTP inh
CC(=O)Nc1cccc(OCCCOc2cccc([N+](=O)[O-])c2)c1,-8,-0.3,-5,-21,-2,-10,-1,18,i,0.5
CC1(C)CCCN(C(=O)c2ccc3c(c2NCCO)C(=O)c2ccccc2C3=O)C1,-7,-0.5,-13,-29,3,-7,28*,35,i,4.8
COc1cccc(C(=O)NNS(=O)(=O)c2ccc(F)cc2)c1,-4,-0.1,-3,1,-3,1,-11,3,i,-0.8
CCC1CCCCN1S(=O)(=O)c1c(C)n(C)c(=O)n(C)c1=O (stereo not drawn),6,-0.5,-2,-1,2,8,4,10,i,-1.3
CCCOc1ccc(CSc2ncn[nH]2)cc1,-2,-0.1,1,-1,-1,15,-2,19,i,-0.2
Cc1nnc(N2C(=O)C(O)=C(C(=O)c3ccco3)C2c2ccc(F)cc2)s1 (stereo not drawn),-9,-0.8,3,-16,2,10,28,-15,i,-0.6
CS(=O)(=O)c1ccc(Cl)c(NC(=O)COC(=O)c2ccc(S(=O)(=O)N3CCCC3)cc2)c1,-15,-0.3,3,2,-1,9,22*,13,i,0.6
COc1cccc(NC(=O)C2(C)CCCN2C(=O)C(C)C)c1 (stereo not drawn),.,-0.4,-1,-8,4,3,14,14,i,0.1
CC1CCCCC12NC(=O)N(CC(=O)N1CCN(C(=O)c3cccs3)CC1)C2=O (stereo not drawn),-2,-0.3,-2,3,-2,4,7,10,i,-1.8
CCN(CC)S(=O)(=O)c1ccc(/C=C/C(=O)OCC(=O)Nc2cccnc2Cl)cc1,-2,-0.4,-2,-22,0,0,9,-19,i,1.4
Clc1ccc(N=c2ssnc2Cl)nc1,-11,-0.4,5,21,31,-6,-5,-1,i,79*
Cc1cccc(Oc2ccccc2NC(=O)CN2C(=O)NC3(CCCC3)C2=O)c1,-6,-0.1,-2,5,-1,0,-6,-2,i,0.2
O=C(c1ccsc1)N1CCCC(Nc2ccc(F)c(F)c2)C1 (stereo not drawn),-4,-0.1,-1,0,1,0,9,-3,i,-1.0
CCOc1ccc(NC(=O)COC(=O)CNC(=O)c2ccc(-c3ccccc3)cc2)cc1,6,0.2,7,-2,2,31,7,8,i,-0.3
COc1cc(C(=O)Nc2nc(-c3ccc(F)cc3)cs2)ccc1OCC(=O)N1CCOCC1,-3,0.6,-13,-3,0,0,0,5,i,1.9
CCCCC(CC)CO (stereo not drawn),7,0.4,1,0,5,0,7,-10,i,0.1
CCOc1cc2[nH]c(=S)n(Cc3ccc(C)o3)c(=O)c2cc1OCC,-11,-1.0,-7,-19,0,4,-2,6,i,-1.0
CCn1nnnc1SCC(=O)NCc1ccco1,2,-1.2,-2,1,-2,2,-5,-25,i,-0.8
CCCCC(c1nnnn1CC1CCCO1)N1CCN(c2cc(Cl)ccc2C)CC1 (stereo not drawn),4,-0.5,1,1,4,2,9,-9,i,2.6
COc1ccc(OCCCC(=O)OCC(=O)NNC(=O)c2ccc([N+](=O)[O-])cc2)cc1,-6,-0.3,0,-30,0,-1,-10,8,i,-1.0
CNC(=O)NC(=O)CSc1ncc(C(F)(F)F)cc1Cl,-4,-0.7,-7,1,-5,2,2,8,i,-1.3
O=C(C[n+]1ccc(CCSc2ccc(F)cc2)cc1)c1ccccc1,17,-0.1,18,-15,1,-48,-33,13,i,54*
Cc1ccc(NC(=O)c2cc([N+](=O)[O-])ccc2N2CCCC2)cc1,-13,-0.6,-2,-22,-1,0,3,12,i,1.6
O=C(O)CSc1nc2sc3c(c2c(=O)n1-c1ccccc1)CCC3,11,-0.2,1,5,0,13,-11,0,i,-1.0
CCOC(=O)CCC(NC(=O)CCC(=O)NC(CCC(=O)OCC)C(=O)OCC)C(=O)OCC (stereo not drawn),-5,-0.6,-4,0,-4,1,7,-6,i,-2.1
Cn1c(CN2CCOCC2)nc2cc(NC(=O)c3ccccc3Cl)ccc21,-2,-1.4,0,-2,0,-1,6,5,i,-0.5
CCN(CC(=O)Nc1ccc(NC(C)=O)cc1)C(=O)c1ccccc1SCC(=O)N1CCCC1,1,-0.1,4,3,-1,9,5,3,i,-1.6
O=C(/C(=C/c1ccccc1)n1cncn1)c1ccc(Cl)cc1Cl,1,0.6,2,0,-2,-3,-14,-7,i,0.8
Cc1nc2ccc(NC(=O)CSc3ccccc3)cc2s1,-3,-0.3,-6,1,-3,-2,3,-18,i,0.7
COC(=O)c1cccc2nc3c(C(C)O)cccc3nc12 (stereo not drawn),4,-2.5,-1,-32,0,-8,-3,0,i,-0.4
COc1ccc(C/C(O)=C(\C#N)c2nc3ccccc3[nH]2)cc1OC,-7,-1.5,-6,4,-1,-1,15,0,i,0.1
Cc1ccc(C(C(=O)NC2CCCC2)N(C(=O)CNC(=O)c2cccs2)c2cccnc2)o1 (stereo not drawn),-7,-0.9,0,-5,-1,-1,18,-4,i,-2.2
O=C(CN1C(=O)CSc2ccc(S(=O)(=O)N3CCCCCC3)cc21)NCCc1ccccc1,-4,-0.1,-5,4,1,-5,10,10,i,0.2
CCN1C(=O)/C(=C/c2ccc(N3CCCC3)cc2)NC1=S,-8,0.7,2,-42,-52,-9,132,35,i,12
CC(=O)N1CCC(C(=O)Nc2ccc(S(=O)(=O)N3CCCC(C)C3)cc2)CC1 (stereo not drawn),8,-0.4,4,2,-1,0,0,8,i,-0.7
CCOC(=O)c1c(C)sc2c1N(C(=O)CN(CC)CC)c1ccccc1S2,0,-0.7,-4,3,-2,-3,16,-18,i,-0.2
O=C(Nc1cccc(-n2cnnn2)c1)c1ccc(C(F)(F)F)cc1,-5,0.0,-2,-1,0,-2,1,10,i,0.6
CC(=O)N1CCC[C@H]1C(=O)O,-3,-0.1,-9,2,-3,-1,4,0,i,-2.4
COc1ccc(N(C)S(=O)(=O)c2cccc(C(=O)NCC3CCCCC3)c2)cc1,-11,1.0,-9,-1,4,-4,5,-5,i,-0.6
COc1ccc2nc3cc(Cl)ccc3c(Nc3cc(CN4CCCC4)c(O)c(CN4CCCC4)c3)c2n1,.,0.2,-62,-60,14,65*,0,-1,i,50*
C=CCn1c(SCC(=O)NC(=O)c2cccc([N+](=O)[O-])c2)nnc1-c1ccccc1,7,-0.8,-1,-13,-1,2,9,9,i,-0.2
O=C(Nc1ccccc1)C1CCN(S(=O)(=O)c2cccs2)CC1,-2,-0.2,-1,1,2,-12,-11,-4,i,0.7
COc1ccc(NC(=O)CN(c2ccc(OC)c(Cl)c2)S(=O)(=O)c2ccccc2)c(OC)c1,-15,0.6,0,2,0,-9,1,7,i,5.8
COC(=O)c1ccc(CSc2nnc(-c3c[nH]c4ccccc34)n2-c2ccccc2)cc1,7,1.0,18,1,0,-8,-1,8,i,5.0
CCN(CC(=O)Nc1ccc2c(c1)OCCO2)CC(=O)Nc1ccc(C)c([N+](=O)[O-])c1,-2,0.5,-6,-30,0,-14,3,-5,i,2.2
Nc1nonc1-n1nnc(C(=O)N/N=C/c2ccc(Cl)cc2)c1-c1ccc2c(c1)OCO2,10,-0.4,24,-1,-3,4,2,3,i,1.0
C=CCNC(=O)c1ccc(C2SCC(=O)N2Cc2ccco2)cc1 (stereo not drawn),69*,0.5,4,-1,1,0,3,-7,i,2.7
COc1ccc(CCNC(=O)C(=O)NCC2OCCN2S(=O)(=O)c2ccc(OC)c(OC)c2)cc1OC (stereo not drawn),-7,-1.0,-7,2,-2,-4,10,3,i,-1.0
Cc1cc(C(=O)CSc2nc3ccccc3o2)c(C)n1C1CC1,-17,-0.6,-6,3,3,-13,-1,8,i,2.3
Cn1c(=O)c([N+](=O)[O-])c(NC2CCS(=O)(=O)C2)c2ccccc21 (stereo not drawn),-11,0.1,0,-8,-2,4,10,3,i,-1.2
OCC[C@@H]1C[C@H](O)[C@@H](O)[C@]2(OCCc3cc(C(F)(F)F)ccc32)O1,.,0.1,-2,6,-2,-2,-12,-1,i,-1.7
COc1ccc(OC)c(NC(=O)CSc2nc3n[nH]c(C)c3c(=N)n2-c2cccc(Cl)c2C)c1,1,0.5,-1,6,-2,-11,0,-5,i,-2.3
COc1ccc(NC(=O)CN(c2ccccc2OC)S(=O)(=O)c2cccs2)cc1Cl,3,0.0,0,3,-3,-4,4,-7,i,0.6
Cc1csc(CNc2ncnc3ccc(-c4cccnc4)cc23)c1,-3,0.1,1,5,4,-3,0,0,i,3.2
Cc1ccc(S(=O)(=O)/N=C(\c2ccc(Cl)cc2)N2CCOCC2)cc1,-2,-1.2,-3,8,-2,4,-3,8,i,-2.5
COc1ccc(/C=N/n2cncn2)cc1COc1ccc(NC(C)=O)cc1,-7,-0.2,-5,-6,-4,-3,13,7,i,0.4
C[n+]1ccccc1C1CCCC/C1=N\Nc1ccc([N+](=O)[O-])cc1[N+](=O)[O-] (stereo not drawn),-1,-0.1,1,-8,0,11,6,8,i,-0.8
CCCn1nnnc1SCC(=O)N(C(C)C)C(C)C,0,-1.2,-1,0,0,3,-3,-10,i,0.1
O=C(O)CCC(=O)NNC(=O)c1cccs1,8,0.0,-2,12,3,-2,6,2,i,0.0
CNC(=S)N1CCC(NC(=O)C(Cc2ccc(OC)cc2)NC(C)=O)CC1 (stereo not drawn),8,-0.8,-5,3,0,-5,8,-18,i,-1.2
O=C1c2ccccc2C(=O)N1Cc1nc2ccccc2c(=O)n1CCCn1ccnc1,0,-0.6,2,-10,-2,1,1,-10,i,-2.1
CC(=O)NC(Cc1ccc(C(C)C)cc1)C(=O)NC1CCN(c2nc(C)cc(C)n2)CC1 (stereo not drawn),0,-0.2,-3,4,-5,-9,2,8,i,0.8

# Quoted at random: two records from the list
SMILES,Scp1 inh,TbMetRS inhib,NadD inh,SUMO1 PPI mod,STEP inh,DNMT1 inh,CendR NRP1 mod,SKN-1 block,Neddylation inh,LMPTP inh
Nc1nonc1-n1nnc(C(=O)N/N=C/c2ccc(Cl)cc2)c1-c1ccc2c(c1)OCO2,10,-0.4,24,-1,-3,4,2,3,i,1.0
CCN(CC(=O)Nc1ccc2c(c1)OCCO2)CC(=O)Nc1ccc(C)c([N+](=O)[O-])c1,-2,0.5,-6,-30,0,-14,3,-5,i,2.2

# Complete entries, looked up by structure. Values in the order: Scp1 inh | TbMetRS inhib | NadD inh | SUMO1 PPI mod | STEP inh | DNMT1 inh | CendR NRP1 mod | SKN-1 block | Neddylation inh | LMPTP inh
# `C[n+]1ccccc1C1CCCC/C1=N\Nc1ccc([N+](=O)[O-])cc1[N+](=O)[O-]` (stereo not drawn) is entered as -1 | -0.1 | 1 | -8 | 0 | 11 | 6 | 8 | i | -0.8
# `C=CCNC(=O)c1ccc(C2SCC(=O)N2Cc2ccco2)cc1` (stereo not drawn) is entered as 69* | 0.5 | 4 | -1 | 1 | 0 | 3 | -7 | i | 2.7
